SSB-PriA inh – blocks PriA binding to SSB C-terminal tail. AlphaScreen SSBct-PriA binding, biotinylated peptide. inhibition, % at 33 µM. hit rate 0.6% among 430,000; in the data active = inhibition mostly above about 37%, no sharp cut-off; inactive = mostly below about 20%;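 note: plate controls were negative control peptide for no effect and reference peptide for full effect; strong numbers were not always called active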
Yp Topo-I inh – blocks Yersinia pestis topoisomerase I activity | Y. pestis Topo-I cleavage product accumulation, plate reader | activity, % at 10 µM | hit rate 0.064% among 360,000 | AID 504884; in the data active = activity above about 50%, passing the limit was not always enough; inconclusive = no clear call, values can overlap the other calls; note: inactives centre near 2
SARS 3CLpro inh – SARS-CoV 3CLpro protease inhibition; P0C6X7; recombinant SARS-CoV 3CLpro, quenched FRET peptide cleavage; inhibition, % at 6 µM; hit rate 0.14% among 290,000; in the data active = inhibition above about 12%
BH1578 lux ind – induces V. cholerae light production without autoinducers; V. cholerae BH1578 lux reporter, luminescence, 6 h; activation, % at 18.7 µM; hit rate 0.16% among 350,000; AID 588436; in the data active = activation mostly above about 9.7%, no sharp cut-off; inconclusive = no clear call, values can overlap the other calls; inactive = mostly below about 3.7%; note: not every result past the cut was called active; inactives centre near 0; reference of the scale not given here
VHR inh abs – blocks human VHR1 dual specificity phosphatase. P51452. recombinant VHR phosphatase, pNPP absorbance. inhibition, % at 13.3 µM. hit rate 0.52% among 290,000. AID 1654; in the data active = inhibition above about 50%; note: some compounds called inactive have numbers as strong as hits
PrPC surface inh – cell surface PrPC inhibition, primary TR-FRET screen; TR-FRET read-out; hit rate 0.43% among 370,000; P04156; inhibition, % at 13.8 µM; in the data active = inhibition above about 24%; note: 0% = median of the test wells and 100% = reference compound wells
Rv3671c inh – Rv3671c (M. tuberculosis) protease inhibition; P9WHR9; inhibition, % at 5.96 µM; hit rate 0.048% among 320,000; AID 2606; in the data active = inhibition above about 38%;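 note: extracellular domain of Rv3671c used as enzyme; 0% = enzyme with DMSO and 100% = no enzyme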
MazEF act – MazEF (E. coli) toxin RNase activation. P0AE70. FAM/BHQ RNA-DNA oligo cleavage fluorescence, 5 h. activation, % at 20 µM. hit rate 0.32% among 350,000; in the data active = activation above about 50%
CCHF vOTU inh – CCHFV vOTU protease inhibition; Pep-AMC fluorescence; inhibition, % at 11.5 µM; hit rate 0.55% among 370,000; in the data active = inhibition above about 30%; note: 0% = vehicle wells with enzyme and 100% = no enzyme wells
TcdB inh – inhibitors of Clostridioides difficile toxin B glycohydrolase | P18177 | TcdB glycohydrolase enzymatic assay, plate reader | inhibition, % at 9.99 µM | hit rate 0.24% among 350,000 | AID 652162; in the data active = inhibition above about 10%
An asterisk follows results filed as active; i = inactive; ? = inconclusive; . = no result given; + = active, no number; & = joins results of further samples.

SMILES	SSB-PriA inh	Yp Topo-I inh	SARS 3CLpro inh	BH1578 lux ind	VHR inh abs	PrPC surface inh	Rv3671c inh	MazEF act	CCHF vOTU inh	TcdB inh
COc1cccc(C(=O)N(CN2CCCC2=O)c2ccccc2OC)c1	-8	1	0	-3.1	15	2	-4	8	6	.
Cc1nc(N2CCCCC2C)c2c(C)c(C(=O)Nc3ccccc3C(F)(F)F)sc2n1 (stereo not given)	-6	32	-2	-0.3	24	5	-21	0	-8	0.2
CCC(=O)Nc1nc2ccccc2n1CCN1CCOCC1	-4	2	-4	i	15	4	-3	19	9	.
FC(F)(F)c1ccc(CN2C[C@@H]3C(c4ccc(Cl)nc4)C4(c5cccnc5)CC3(C4)[C@H]2c2ccccc2)cc1 (stereo not given in full)	0	.	.	.	19	1	-15	-18	6	1.5
CC(=O)c1ncnn1CC(=O)c1ccc(Cl)cc1Cl	-4	-6	3	-0.2	-3	-5	-10	-6	-1	.
CN(C)CCN(Cc1cc2cc3c(cc2nc1Cl)OCO3)C(=O)c1ccco1	-11	-6	-10	-0.1	2	0	8	2	13	0.5
CN(C)CCN(C(=O)c1ccco1)c1nc2cc3c(cc2s1)OCCO3	-12	12	3	0.7	8	1	-1	1	9	1.7
COCCC(=O)N1CCC(Oc2ccc(C(=O)N3CCC[C@H]3CO)cc2)CC1	-3	-10	-7	-3.6	-2	2	.	-5	8	1.0
O=C1NC2(Nc3ccccc31)C(=O)Nc1ccccc12 (stereo not given)	-3	3	8	-3.4	-2	-2	5	2	-2	.
O=C(c1ccco1)N1CCN(Cc2csc(-c3ccccc3Cl)n2)CC1	14	25	5	i	-13	4	-4	-3	-2	0.6
O=C(COc1ccccc1)N1CCNC1=O	-10	-4	-4	i	7	-4	2	5	0	.
COc1ccc(CNC(=O)C(C#N)c2nc3ccccc3nc2N2CCN(C)CC2)cc1 (stereo not given)	-14	14	-3	-0.1	8	-11	6	0	3	.
Fc1ccc(Nc2ncnc3sccc23)cc1	-12	-6	1	-0.5	2	7	-7	4	6	-0.5
Cc1ccccc1C1=NCC(=O)N(CC(=O)NCc2ccco2)c2sc3c(c21)CCCC3	11	-4	-2	-3.6	-4	-4	1	2	5	.
Cc1cc(NC(=O)CSCc2ccc([N+](=O)[O-])cc2)no1	-7	-12	0	i	13	0	4	7	6	-1.4
CCC(C)[C@H]1CNC(=S)N1CCC12CC3CC(CC(C3)C1)C2 (stereo not given in full)	-4	33	.	-0.3	19	5	1	4	-10	.
CN(C)c1ccc(C(CC(=O)O)C(=O)O)cc1 (stereo not given)	-4	4	0	i	2	7	6	10	4	-3.4
Cc1cc(C)cc(Oc2ccc(C(F)(F)F)cc2C#N)c1	-28	-6	-3	-0.1	3	-3	0	3	5	.
CCc1cccc(C)c1NC(=O)C(c1ccccc1)N1CCC1=O (stereo not given)	-9	1	0	-0.4	22	0	-2	0	-3	.
C[C@@H]1CN([C@@H](C)CO)S(=O)(=O)c2ccc(Br)cc2O[C@H]1CN(C)C(=O)C1CCOCC1	.	1	.	2.1	.	1	.	2	-1	3.3&0.3
O=C(c1cccc(-n2cnnn2)c1)N1CCOCC1	-4	-3	0	i	25	8	-3	7	-1	.
O=C(NCc1ccc(F)cc1)Nc1nnc([C@@H]2C[C@H](O)[C@@H](CO)O2)s1	.	-1	.	i	.	-8	.	.	34*	-0.3
O=C(Cn1sc2ccccc2c1=O)NC12CC3CC(CC(C3)C1)C2	12	14	0	-3.8	10	.	1	-15	.	.
O=C(O)CCN1CCN(S(=O)(=O)c2ccc3ccccc3c2)CC1	-22	6	-3	-1.7	8	-9	1	6	10	0.6
CCCNC(=O)N1CCN(C(=O)NCCC)CC1	-3	1	8	-1.0	7	2	-2	5	1	.
CCc1[nH]nc(C(=O)N/N=C/c2ccncc2)c1C	.	-1	-2	0.4	10	-4	2	-2	14	1.2
CCOc1ccc2nc(N3CCCC(C(=O)NCCCN4CCCCC4)C3)sc2c1 (stereo not given)	-4	-13	-3	-0.1	14	3	12	12	-13	1.6
CCn1c(/C=N/NC(=O)c2ccc(OC)cc2)nc2ccccc21	.	29	1	-0.3	-8	6	-6	0	2	2.6
O=C(COC(=O)c1ccc(O)cc1)NCC1CCCO1 (stereo not given)	-7	0	0	0.5	12	10	1	1	-8	-0.8
O=C1/C(=C/c2ccc(O)cc2)COc2ccccc21	9	-2	6	-0.5	26	-4	-12	6	-11	0.8
CCn1nnc(-c2ccccc2NC(=O)c2cnccn2)n1	-14	-3	-2	6.6	.	4	-10	0	12	.
O=C(NCCc1ccccc1)C1CC(=O)N(C2CCCCC2)C1 (stereo not given)	-4	-7	-2	1.7	-7	-1	-4	-3	12	0.2
COc1ccccc1CNS(=O)(=O)CCNC(=O)c1ccccc1	-16	7	.	-0.3	.	-4	1	-2	10	1.3
CCN1CCN(S(=O)(=O)c2ccc(Cl)c(C(=O)Oc3ccc(CC(=O)OC)cc3)c2)CC1	6	18	.	-0.5	.	-4	.	-1	0	0.6
O=C(Cc1ccccc1)NCC(=O)Nc1ccc(OC(F)(F)F)cc1	-8	-4	4	-6.2	1	-2	0	3	-9	-0.2
CCCCCC(=O)Nc1ccc(N2CCN(CC)CC2)c(Cl)c1	-10	-11	3	-0.2	-1	-12	4	3	-2	1.9
Cc1cc(C(=O)CCC(=O)Nc2ncccc2C)c(C)s1	-13	4	.	-0.3	.	1	-3	-20	-6	0.9
C=CCC[C@H](Cc1ccc(F)cc1)C(=O)OC[C@@H](C)NC(=O)[C@H](CC=C)CC(=O)N(CCO)Cc1ccccc1	-5	19	.	-0.5	.	-4	0	-4	20	-0.1
O=C(N[C@H]1C/C=C\C[C@H](CC(=O)N(CCO)Cc2ccccc2)C(=O)NC[C@H](c2ccccc2)OC1=O)OCC1c2ccccc2-c2ccccc21	0	-8	.	-0.3	.	.	-10	-2	.	.
CCN(CC(=O)Nc1ccc(Br)cc1F)CC(=O)NC1CCS(=O)(=O)C1 (stereo not given)	-3	2	.	-2.5	.	5	5	3	-8	0.3
CC(=O)Nc1ccc(NC(=O)Cc2sc(-c3cccnc3)nc2-c2ccc(C)cc2)cc1	6	21	-4	-0.9	29	-11	5	3	21	1.0
CCOC(=O)c1sc2ccc(S(=O)(=O)N3CCCCC3)cc2c1N	-22	3	-4	-12	7	20	-15	3	1	.
CCOC(=O)C1CCN(C(=O)CCc2ccccc2)CC1	-13	-6	-3	i	-10	-3	-14	-5	5	0.2
O=C1CSC(c2cccnc2)N1Cc1cccnc1 (stereo not given)	-9	1	-2	i	32	2	6	2	-4	-2.0
CCC(C(=O)NCCCN1CCCCCC1)n1nc(C)c2sc3ccccc3c2c1=O (stereo not given)	-3	-7	-3	i	11	5	-8	-7	17	2.3
O=c1[nH]c(Cc2ccccn2)nc2scc(-c3ccc(Cl)cc3)c12	3	-7	2	-0.4	6	13	2	-8	1	-8.2
Cc1cccc(N(C(=O)c2sc(C)nc2C)C(C(=O)NCc2ccco2)c2ccccc2)c1 (stereo not given)	-17	-12	-1	-0.4	-5	1	4	-1	-11	.
CCOc1ccc(S(=O)(=O)NCc2cccnc2)cc1C(C)C	-5	-3	3	i	12	16	2	2	1	-9.6

5 entries drawn at random from those above:
SMILES	SSB-PriA inh	Yp Topo-I inh	SARS 3CLpro inh	BH1578 lux ind	VHR inh abs	PrPC surface inh	Rv3671c inh	MazEF act	CCHF vOTU inh	TcdB inh
CCC(C(=O)NCCCN1CCCCCC1)n1nc(C)c2sc3ccccc3c2c1=O (stereo not given)	-3	-7	-3	i	11	5	-8	-7	17	2.3
CCOC(=O)c1sc2ccc(S(=O)(=O)N3CCCCC3)cc2c1N	-22	3	-4	-12	7	20	-15	3	1	.
O=C1CSC(c2cccnc2)N1Cc1cccnc1 (stereo not given)	-9	1	-2	i	32	2	6	2	-4	-2.0
O=C(N[C@H]1C/C=C\C[C@H](CC(=O)N(CCO)Cc2ccccc2)C(=O)NC[C@H](c2ccccc2)OC1=O)OCC1c2ccccc2-c2ccccc21	0	-8	.	-0.3	.	.	-10	-2	.	.
C=CCC[C@H](Cc1ccc(F)cc1)C(=O)OC[C@@H](C)NC(=O)[C@H](CC=C)CC(=O)N(CCO)Cc1ccccc1	-5	19	.	-0.5	.	-4	0	-4	20	-0.1

(more compounds)
SMILES	SSB-PriA inh	Yp Topo-I inh	SARS 3CLpro inh	BH1578 lux ind	VHR inh abs	PrPC surface inh	Rv3671c inh	MazEF act	CCHF vOTU inh	TcdB inh
COCCNC(=O)C1(C)CCCN(CCS(=O)(=O)c2ccc(C)cc2)C1 (stereo not given)	.	-10	.	i	.	4	.	.	-13	3.3
CCOc1ccc(C(=O)Nc2nnc(C(C)C)s2)cc1OCC	-4	-10	6	-1.0	0	6	-9	-14	4	.
COc1ccc(C(=O)NC(=S)N2CCC(C)CC2)cc1	-3	4	-2	i	-33	3	2	10	2	.
O=C(Nc1ccc(F)cc1F)c1noc2c1CCC2	-17	0	-3	-0.3	3	.	-10	7	.	.
CCCS(=O)(=O)N1CCC(C(=O)NCCc2ccc(OC)c(OC)c2)CC1	1	3	-3	0.7	11	0	4	-3	19	.
CCN(CC)CCNC(=S)Nc1ccc2nc(N3CCCC3)cc(C)c2c1	-9	-5	-9	2.7	37	3	-7	7	-16	1.1
CC(=O)c1cccc(NC(=O)CSc2ccc(-c3cccnc3)nn2)c1	-11	2	.	-0.2	.	6	.	9	-11	0.6
Cn1c(=O)c2[nH]c(-c3ccccc3)c(O)c2n(C)c1=O	-2	6	-3	-0.2	-12	-4	6	+	1	-1.1
CC(C)C(=O)Nc1cccc(-c2nc3ccccc3o2)c1	-10	11	4	5.0	18	0	-8	-10	-3	.
CC1CCN(C(=O)COC(=O)c2cccc(S(=O)(=O)N(C)c3ccccc3)c2)CC1	-11	30	.	-1.9	.	3	-4	15	14	0.3
CN(C(=O)C1Cc2c(-c3ccccc3Oc3ccccc3)ccnc2O1)c1ccccc1 (stereo not given)	.	33	.	0.1	.	-1	.	.	9	1.1
Fc1cnc(N2CCN(c3ccccc3)CC2)nc1N1CCN(c2ccccc2)CC1	-1	25	2	-0.1	6	-4	3	4	14	0.2
CC(=O)C1=C(O)C(=O)N(c2ccc(O)cc2)C1c1ccc(Cl)cc1 (stereo not given)	-8	4	-1	5.6	8	-5	1	8	-5	3.9
Cc1ccc(-c2cc(C(=O)NCc3cn(C)nc3C)c3cc(Br)ccc3n2)cc1	-13	25	2	i	-2	11	-10	15	8	.
Cc1cc(N2CCC(C(=O)NC3CC3)CC2)nc(-c2ccccc2)n1	-23	-6	-7	-7.7	13	-5	4	3	7	.
CCNc1nc(OC)nc(SCC(=O)Nc2ccccc2)n1	-27	-5	3	i	5	12	0	-2	26	0.4
CCOC(=O)C1CCCN(c2ncnc3c2cnn3-c2ccc(Cl)cc2)C1 (stereo not given)	-28	12	4	-0.9	0	4	-4	-9	5	.
CCc1nc(C)cn1S(=O)(=O)c1cc(Br)ccc1OC	-16	1	3	i	-18	-2	3	-2	2	.
NC(=O)CC(NC(=O)Cc1ccc(Br)cc1)c1ccc(NC2CC3CCC2C3)c([N+](=O)[O-])c1 (stereo not given)	11	?	8	4.0	28	-21	-8	4	-1	3.4
Oc1c(Br)cc(Br)cc1C=NCc1ccc(F)cc1	-9	6	-1	-0.4	-5	-4	-4	-33	-1	0.0
O=C(OCc1ccc([N+](=O)[O-])cc1)C1CCN(S(=O)(=O)c2ccccc2)CC1	17	25	0	-0.7	-8	-6	14	-2	-8	.
CCN(CC(=O)Nc1cc(Cl)ccc1C)C(=O)COc1ccccc1F	5	17	2	-0.4	11	3	-2	9	1	2.5
CCOC(=O)c1c(N2C(=O)CC(Sc3ccccc3C(=O)O)C2=O)sc(C)c1C (stereo not given)	-9	8	1	3.6	1	1	7	11	11	-0.9
CN(C)c1ccc(-c2noc(C3CCN(S(=O)(=O)c4cccc(C(=O)O)c4)CC3)n2)cc1	-3	16	4	-0.2	12	11	-8	-4	15	-0.3
Cc1ccc(S(=O)(=O)N2CCCCC2)cc1NC(=O)c1ccc(=O)[nH]c1	.	-9	.	i	.	-4	.	7	18	0.9

Only part of the results is shown; the hit share may differ from the screen's.
